# Screening data from PubChem BioAssay.
# NCI-60 one-dose screen, 48 h, at 10 µM unless noted. Numbers give growth in % (100 = growth as untreated, 0 = no growth, -100 = all killed).
# HCT-116: HCT-116 colon cancer; actives 7.3% (n = 82,000); AID 1794798
# HT29: HT29 colon cancer; actives 7.4% (n = 81,000); AID 1794748
# HCT-15: HCT-15 colon cancer; AID 1794746; actives 5.2% (n = 82,000)
# KM12: KM12 colon cancer cells. actives 5% (n = 82,000)
# SW-620: SW-620 colon cancer; AID 1794795; actives 5.2% (n = 82,000)
# SK-OV-3: SK-OV-3 ovarian cancer cells; actives 3.2% (n = 80,000); AID 1794785
# IGROV1: IGROV1 ovarian cancer; actives 4.7% (n = 79,000)
# OVCAR-4: OVCAR-4 ovarian cancer cells; actives 3.7% (n = 80,000)
# COLO 205: COLO 205 colon cancer; actives 7.3% (n = 79,000); AID 1794742
# Numbers without * were called inactive; · = not tested or not shown; & = joins results of further samples; [ ] = remark or other dose. The calls were made as follows: active = growth percent below 10; inactive = the rest. Rows are unselected; about 12% have a hit in one of these screens.
mol,HCT-116,HT29,HCT-15,KM12,SW-620,SK-OV-3,IGROV1,OVCAR-4,COLO 205
Cc1c([N+](=O)[O-])cc(C(C)(C)C)cc1[N+](=O)[O-],87,87,105,102,99,92,112,115,114
CC1=CSC2=NC(c3ccc(Cl)cc3)=CC(c3ccc(Cl)cc3)N12 (stereo not given),104,104,102,101,106,113,102,99,110
O=C1Nc2cc(Cl)ccc2/C1=C\c1c[nH]c2ccc(F)cc12,82,91,71,21,111,97,72,89,93
O=C(/C=C\c1ccccc1)CCN1CCCC1,88,98,87,88,93,97,107,100,107
O=C(O)c1cn(C2CC2)c2cc(N3CCN(CN4C(=O)C=CC4=O)CC3)c(F)cc2c1=O,97,112,101,107,107,·,116,108,·
O=C(NC1=Nc2ccccc2C(=O)NN1)c1cc2ccccc2[nH]1,78,99,107,94,98,98,62,86,99
C/C(=C(/Cl)C(=O)Nc1ccccc1C(=O)O)c1ccc(Cl)cc1,95,108,92,87,91,93,90,91,107
Clc1cc(Nc2ncnc3sc4c(c23)CCCC4)ccc1OCc1ccccc1,99,75,90,96,100,79,75,97,102
O=S(=O)(Nc1ccc(C(F)(F)F)cc1)c1ccc(-c2ccc(Cl)cc2Cl)cc1,79,93,91,84,102,87,99,72,109
O=C1N=c2ccccc2=C1c1sc(=Nc2ccccc2)n(Nc2ccccc2)c1O,104,112,102,103,108,·,96,44,116
C=CCNC(=O)/C(=C/c1cccc([N+](=O)[O-])c1)NC(=O)c1ccccc1,98,113,88,109,103,100,·,99,120
CN(C)CCOC(=O)C(c1ccccc1)c1ccccc1,100,93,108,106,100,73,113,104,91
O=C(Nc1cccc(F)c1)Nc1ccc(F)c(C(=O)c2c[nH]c3ncccc23)c1F,96,112,100,90,109,100,78,94,112
N#Cc1c(-c2cccs2)nc(N2N=C(c3ccccc3)CC2c2ccc(F)cc2)[nH]c1=O (stereo not given),96,98,95,100,98,80,84,80,102
O=[N+]([O-])c1ccc(/C=N/NC2=NCCN2)cc1,114,120,102,109,97,126,111,106,119
COc1ccc2nc3c(n2c1)C(=O)C(=O)c1ccccc1-3,-2.2*,64,-60*,23,-62*,25,0.7*,-81*,43
COc1ccc(S(=O)(=O)O)cc1N=N/C(=N/Nc1cc(S(=O)(=O)O)ccc1OC)C(=O)Nc1ccccc1,88,101,104,107,106,96,103,113,106
CC1CC(OC(=O)CCl)CC(C)(C)C1 (stereo not given),104,99,99,106,102,101,106,106,107
O=c1nc(NO)ccn1C1CCCO1 (stereo not given),128,110,100,111,114,115,·,·,126
Clc1ccc(-c2ncc(-c3ccccc3)o2)cc1,100,101,97,100,102,93,91,97,110
C/C=C(\C)C(C(=O)NC1CCCCC1)N(C(=O)C1CCc2cc(F)ccc2O1)c1ccc(Br)cc1 (stereo not given),87,92,93,104,97,93,102,98,105
O=C1NC(=C(Cl)Cl)/C(=N/S(=O)(=O)N2CCC(C3(C(F)(F)F)N=N3)CC2)N1,95,-10*,-61*,94,-36*,·,44,98,26
CN(C)CCn1c2ccccc2c2nc3cc(Cl)c(Cl)cc3nc21,28,48,39,80,48,85,35,94,59
Nc1nc(N)c2nc(CO)cnc2n1,86,88,101,97,102,115,63,85,109
CCOC(=O)c1c(SC)nn(-c2cc(=O)n(C)c3ccccc23)c1N,92,112,107,100,102,92,97,105,116
Cc1cccc(C(C(=O)O)C(C)C)c1C (stereo not given),96,91,108,101,101,95,96,102,110
O=C1c2ccccc2C(=O)N1CC[n+]1ccccc1,98,107,102,105,102,101,100,107,107
Oc1cc(CN2CCOCC2)c(O)cc1CN1CCOCC1,95,113,110,111,111,104,115,105,130
CCCCC1(CO)NC(=O)NC1=O (stereo not given),101,102,107,104,98,99,106,108,108
COC(=O)[C@H](Cc1ccc(O)cc1)n1cc(COC(=O)c2cccc3c(=O)c4ccccc4n(Cc4cn([C@@H](Cc5ccc(O)cc5)C(=O)OC)nn4)c23)nn1,93,100,102,104,95,103,101,99,111
O=C1NC(=O)/C(=C\c2cn(-c3ccccc3)nc2-c2ccc(F)cc2)S1,86,89,82,98,100,83,103,89,110
CCOC(=O)N1C(=O)/C(=C\c2ccc(Br)cc2)SC1=Nc1c(C)nn(-c2ccccc2)c1N,35,30,82,98,60,104,57,·,117
CCOC(=O)C1=C(C)N=C2Sc3cc(OC)ccc3N2C1c1ccccn1 (stereo not given),80,99,98,100,98,86,103,101,103
CC[C@H](Nc1cc(C)nc(N)n1)c1nc2cccc(NCc3ccc(C(=O)NO)cc3)c2c(=O)n1-c1ccccc1,-19*,10,92,13,-11*,30,-4.5*,49,-52*
CC1=C(c2cc(-c3ccc(N(C)C)cc3)n[nH]2)C(c2ccccc2)NC(=S)N1 (stereo not given),104,104,97,100,92,127,100,101,108
O=C1NC(=S)NC(=O)C1=Cc1ccc(Cl)c(Cl)c1,106,126,124,116,113,111,124,108,112
COc1ccc(/C=C/c2nc(Nc3ccc(NC(=O)Nc4ccc(Cl)cc4)cc3)c3ccccc3n2)cc1,106,104,99,101,91,101,94,113,106
Cc1ccc(NC(=O)CNc2cc(C(N)=O)cc(F)c2C)c(Cl)c1,96,114,103,99,97,104,71,75,112
O=C(NNC(=O)c1ccc(-n2cc(-c3ccccc3)nn2)cc1)Nc1cccc2ccccc12,95,105,105,103,98,94,97,105,110
O=C(OCC(O)C(=O)NC12CC3CC(CC(C3)C1)C2)c1ccc(Cl)cc1 (stereo not given),95,94,102,105,100,102,105,102,100
CNC(=O)Cn1nnc(C(=O)OC)c1CCc1ccccc1,97,98,104,105,98,94,105,113,97
Cc1ccc2c(OCC(=O)N/N=C/c3ccc(Cl)cc3)cc(=O)[nH]c2c1,102,108,106,108,101,115,99,109,·
Cc1nnc(SCc2nc3sc4c(c3c(=O)[nH]2)CCCC4)[nH]c1=O,113,111,105,118,103,116,121,105,118
CCCSc1nc(Nc2ccc(S(N)(=O)=O)cc2)c(C#N)c(-c2ccc(Cl)cc2)n1,-67*,34,22,42,38,-33*,43,7.5*,47
CCCCCCCCCCCCCCCCCCOC(=O)NC1c2ccccc2Oc2ccccc21,105,96,105,97,100,97,92,122,105
Cc1ccc2c(c1)C(=O)C(=O)N2CCCCn1cc(-c2ccccc2)nn1,85,106,96,101,94,86,92,81,119
CCN(CC)CCCN1C(=O)c2c(c(C)c3c(oc4cc(OC)ccc43)c2C)C1=O,74,87,81,97,87,129,87,111,86
CC(=O)OC1CC2CC1C1C=CCC21 (stereo not given),94&103,93&109,105&106,98&106,100&100,104&109,90&99,86&106,113&113
CC1=C(CC(=O)O)c2cc(F)ccc2/C1=C\c1ccc(S(C)=O)cc1 (stereo not given),101,109,111,110,105,114,107,114,105
CCOC(=O)Nc1nc2ccc(SCC(C)C)cc2s1,31,9.7*,25,34,34,29,51,95,-15*

# Going on with the list.
mol,HCT-116,HT29,HCT-15,KM12,SW-620,SK-OV-3,IGROV1,OVCAR-4,COLO 205
O=C1COC(c2ccccc2O)=NN1CCCl,110,103,96,106,102,117,96,100,117
Cc1cc2n(n1)c1cc(C)nn1c1cc(C)nn21,102,101,102,111,104,108,103,119,115
CN(C)CCN(C)CC(C)(C)C(=O)/C=C/c1ccc(Cl)c(Cl)c1,-93*[100 µM],-77*[100 µM],-86*[100 µM],-93*[100 µM],-81*[100 µM],-98*[100 µM],-92*[100 µM],-98*[100 µM],-90*[100 µM]
COc1cc(C2CC(=O)Nc3c2c(C)nn3-c2nc3ccccc3[nH]2)cc2c1OCC(=O)N2 (stereo not given),107,67,95,71,52,29,60,73,79
CCc1cccc(CC)c1NC(=O)c1ccc(C)cc1,99,102,83,90,99,93,98,98,124
CC(C)(C)NC(=O)CN(C(=O)c1ccccc1C(=O)NCc1ccco1)C(C)(C)C,90,100,102,108,104,105,99,104,111
CC(=O)O[C@H]1C[C@@]2(C)[C@@H](C[C@@H](O)C3[C@]2(C)CC[C@H]2[C@H](C)[C@H](O)CC[C@]32C)/C1=C(/CCC=C(C)C)C(=O)O (stereo not given in full),101,103,99,106,113,116,100,109,116
CCOC(=O)c1ccc(NC(=S)NC(=O)c2ccc(OCC)cc2)cc1,76,108,108,118,114,103,113,101,112
O=C(O)CN(CC(=O)O)C1C(=O)NC(=O)NC1=O,94,94,101,105,103,100,114,113,106
O=C(C(=O)N1CCCCC1)c1cn(C(=O)c2ccc(Cl)cc2)c2ccccc12,90,102,96,100,101,106,80,94,·
CCCCCCCCCCC(O)CCCCCCCCCC,124,100,104,110,101,97,111,96,116
CCCC(C)(C(=O)Nc1ccc2nc(C)cc(N)c2c1)C(=O)Nc1ccc2nc(C)cc(N)c2c1,83,77,78,83,100,66,107,77,99
O=C1/C(=C\c2cccn2CCCCn2c3ccccc3c(=O)c3ccccc32)c2ccccc2N1c1c(Cl)cccc1Cl,98,110,84,91,105,105,111,78,70
O=C1c2ccccc2C(=O)N1CCCSc1nc2ccccc2c(=O)n1CCc1ccccc1,79,87,69,92,92,88,103,97,108
Cc1ccc2c(N/N=C\c3ccco3)cc(C)nc2n1,22,27,37,75,40,99,49,47,8.8*
CC(C)(C)c1nc(C(Cl)Cl)nc2cc(-c3ccccc3)nn12,107,99,101,94,101,105,106,121,110
Cc1nn2c(/C=C3/C(=O)Nc4cc(Cl)ccc43)c(-c3ccc(F)cc3)nc2s1,23,91,97,99,97,108,55,10,83
O=S(=O)(Nc1ncccn1)c1ccc(-n2c(-c3ccc(F)cc3)nc(-c3ccccc3)c2-c2ccccc2)cc1,58,86,47,61,90,97,82,75,134
COc1cc(C)cc(C(O)Cc2cccc(-c3ccccc3NC(C)=O)n2)c1 (stereo not given),95,97,100,102,101,106,105,92,101
COc1cc2c(cc1OC)-c1ccc3cc4c(cc3c1N(CCN(C)C)C2)OCO4,-86*,-46*,57,17,9.8*,-21*,-31*,27,·
COC(=O)c1[nH]c(C)c(C(=O)OC)c1C,99,94,94,102,107,105,·,103,105
Clc1ccc(OCc2cn(Cc3ccc(-c4ccccc4-c4nn[nH]n4)cc3)nn2)cc1,105,102,107,101,117,104,101,108,113
Nc1cccc2cccc(N)c12,85&88,87&108,97&100,103&101,81&98,92&82,74&82,91&100,105&103
O=c1[nH]c(NCc2ccccn2)nc2c3c(sc12)CCCC3,96,104,98,105,104,99,100,107,114
Oc1cccc(C2Nc3ccccc3-n3cccc32)c1O (stereo not given),90,117,62,90,101,98,62,89,107

# Full records, quoted from the list. Order of values: HCT-116	HT29	HCT-15	KM12	SW-620	SK-OV-3	IGROV1	OVCAR-4	COLO 205
# Shown for `Nc1cccc2cccc(N)c12` → 85&88	87&108	97&100	103&101	81&98	92&82	74&82	91&100	105&103
# Shown for `O=C(O)CN(CC(=O)O)C1C(=O)NC(=O)NC1=O` → 94	94	101	105	103	100	114	113	106
# Shown for `O=C(OCC(O)C(=O)NC12CC3CC(CC(C3)C1)C2)c1ccc(Cl)cc1` (stereo not given) → 95	94	102	105	100	102	105	102	100
# Shown for `COC(=O)[C@H](Cc1ccc(O)cc1)n1cc(COC(=O)c2cccc3c(=O)c4ccccc4n(Cc4cn([C@@H](Cc5ccc(O)cc5)C(=O)OC)nn4)c23)nn1` → 93	100	102	104	95	103	101	99	111
# Shown for `CN(C)CCn1c2ccccc2c2nc3cc(Cl)c(Cl)cc3nc21` → 28	48	39	80	48	85	35	94	59

# A draw from above in order of length of the SMILES, largest number first:
mol,HCT-116,HT29,HCT-15,KM12,SW-620,SK-OV-3,IGROV1,OVCAR-4,COLO 205
CC[C@H](Nc1cc(C)nc(N)n1)c1nc2cccc(NCc3ccc(C(=O)NO)cc3)c2c(=O)n1-c1ccccc1,-19*,10,92,13,-11*,30,-4.5*,49,-52*
Oc1cccc(C2Nc3ccccc3-n3cccc32)c1O (stereo not given),90,117,62,90,101,98,62,89,107
Cc1cccc(C(C(=O)O)C(C)C)c1C (stereo not given),96,91,108,101,101,95,96,102,110

# The list goes on.
mol,HCT-116,HT29,HCT-15,KM12,SW-620,SK-OV-3,IGROV1,OVCAR-4,COLO 205
O=C1c2ccc3c4c(ccc(c24)C(=O)N1CCCN=C=S)C(=O)N(CCCN=C=S)C3=O,83,94,98,94,96,115,97,100,108
C=C1C(=O)O[C@H]2[C@H]1CC/C(COC(=O)/C=C\C(=O)NCc1ccc(Cn3c(=O)sn(CCCC)c3=O)cc1)=C\CC[C@@]1(C)O[C@@H]21,-78*,-22*,-30*,-60*,-45*,56,-100*,-82*,-51*
C#Cc1cccc(NC(=O)c2ccccc2N=C=S)c1,105[8.25 µM],110[8.25 µM],101[8.25 µM],100[8.25 µM],97[8.25 µM],96[8.25 µM],103[8.25 µM],91[8.25 µM],109[8.25 µM]
O=C1/C(=C\c2c[nH]c3ccccc23)c2ccccc2N1c1c(Cl)cccc1Cl,-100*,-30*,5.6*,-82*,5.1*,23,24,25,-100*
Cc1ccc(-c2nc3nc(-c4ccc(F)cc4)nc(N4CCCNCC4)c3o2)cc1,-87*,-82*,-84*,-86*,-85*,-89*,-88*,-89*,-78*
CC(=O)c1ccc2cc3c(cc2c1)OCO3,109,98,100,108,104,101,104,109,100
COC(=O)[C@]12CCC(C)(C)C[C@H]1C1=CC[C@@H]3[C@@]4(C)C/C(=C/c5ccco5)C(=O)C(C)(C)[C@@H]4CC[C@@]3(C)[C@]1(C)CC2,94,85,94,98,95,107,107,90,113
COc1ccc(C(=O)/C=C/c2cn(-c3cccc(Cl)c3)nc2-c2ccc(OC)cc2)cc1,82,109,82,90,103,94,98,88,99
CCOC(=O)/C(C#N)=C/c1ccccc1[N+](=O)[O-],107,104,104,103,107,105,102,109,·
O=C(CSc1nnc(-c2cc(-c3ccc(Cl)cc3)nc3ccccc23)n1-c1ccccc1)c1ccccc1,72,91,98,96,104,93,93,109,95
